From PubChem BioAssay
GC-B act = human GC-B receptor activators, primary screen, HEK293 GC-B cells, cGMP TR-FRET, EC30 CNP | Atrial natriuretic peptide receptor 2 (Homo sapiens), P20594 | 370,000 tested, 0.11% active | activation, % at 10 µM | 0% at EC30 CNP, 100% saturating CNP;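 active = activation at 10 µM reaching about 35% in either raw or pattern-adjusted values, limit read from the data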
DAX1 inh-1 = DAX1 (NR0B1) inhibitors on StAR promoter, primary screen, cell-based, luminescence, SF-1 (NR5A1), full-length DAX-1; HEK293T StAR-luciferase reporter, SF-1/DAX-1 repression relief; inhibition, % at 6.8 µM; 370,000 tested, 1.1% active; AID 652010, 2013;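 active = inhibition above the mean over all tested compounds plus 3 SD, cut at about 3.6% in these data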;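 note: 0% = DAX-1 cells with DMSO and 100% = cells lacking DAX-1 with DMSO; higher inhibition means more luminescence from relief of DAX-1 repression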
SMARCA2 act = SMARCA2 (BRM) function activators, primary screen, cell-based, luminescence, high throughput; MG213 cells, MMTV-luciferase reporter, dexamethasone, overnight; 370,000 tested, 1% active; activation, % at 9.1 µM; in the data active = activation above about 7.8%;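 note: 0% = vehicle wells and 100% = reference activator wells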
FXN GAA850 act = FXN promoter activators, primary screen, cell-based, luciferase luminescence, HEK293 lucGAA850; HEK293 lucGAA850 FXN promoter luciferase reporter, 24 h; percent of 10 µM SAHA response; activation, % at 6 µM; 360,000 tested, 0.56% active; AID 540364, 2011;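 active = activation above the average of all compounds screened plus 3 SD, cutoff fixed separately per campaign, cut at about 7.5% in these data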;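 note: 0% = DMSO wells and 100% = 10 µM SAHA wells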
sPLA2-III inh = human group III sPLA2 inhibitors, primary screen, biochemical, QFRET, BODIPY PC-A2 liposome substrate. Group 3 secretory phospholipase A2 (Homo sapiens), Q9NZ20. QFRET BODIPY PC-A2 liposome hydrolysis, fluorescence. inhibition, % at 12.2 µM. 370,000 tested, 0.56% active. AID 743126, 2013;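 active = inhibition above mean plus 3 SD of compounds lying within the high and low control bounds, cut at about 19% in these data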;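 note: 0% = median of test compound wells and 100% = no enzyme DMSO wells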
Target sequence (Q9NZ20 whole entry, looked up): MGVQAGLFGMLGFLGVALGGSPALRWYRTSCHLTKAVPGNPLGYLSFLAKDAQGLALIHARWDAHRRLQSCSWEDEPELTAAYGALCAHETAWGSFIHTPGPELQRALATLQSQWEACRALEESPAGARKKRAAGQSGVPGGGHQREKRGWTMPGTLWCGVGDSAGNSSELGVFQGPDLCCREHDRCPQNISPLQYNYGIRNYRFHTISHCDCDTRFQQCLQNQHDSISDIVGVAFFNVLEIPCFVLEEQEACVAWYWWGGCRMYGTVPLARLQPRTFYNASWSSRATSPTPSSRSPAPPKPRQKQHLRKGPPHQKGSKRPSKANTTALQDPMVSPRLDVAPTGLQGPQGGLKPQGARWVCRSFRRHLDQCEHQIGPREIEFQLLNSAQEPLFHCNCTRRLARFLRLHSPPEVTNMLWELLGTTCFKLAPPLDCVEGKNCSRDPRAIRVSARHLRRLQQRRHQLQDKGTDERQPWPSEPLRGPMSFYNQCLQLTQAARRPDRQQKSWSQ
DAX1 inh-2 = DAX1 (NR0B1) inhibitors, primary screen, cell-based, HEK293, Gal4-DAX1, luciferase luminescence | 340,000 tested, 0.99% active | HEK293 Gal4-DAX1 luciferase reporter | inhibition, % at 6.75 µM | Nuclear receptor subfamily 0 group B member 1 (Homo sapiens), P51843 | AID 504766, 2011;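 active = inhibition above the mean over all tested compounds plus 3 SD, cut at about 4.2% in these data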;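 note: 0% = DAX1-transfected cells with DMSO and 100% = empty-vector control cells with DMSO; inhibition shows as a rise in luminescence from relieved DAX1 repression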
Target sequence (P51843 207-470 limits assumed): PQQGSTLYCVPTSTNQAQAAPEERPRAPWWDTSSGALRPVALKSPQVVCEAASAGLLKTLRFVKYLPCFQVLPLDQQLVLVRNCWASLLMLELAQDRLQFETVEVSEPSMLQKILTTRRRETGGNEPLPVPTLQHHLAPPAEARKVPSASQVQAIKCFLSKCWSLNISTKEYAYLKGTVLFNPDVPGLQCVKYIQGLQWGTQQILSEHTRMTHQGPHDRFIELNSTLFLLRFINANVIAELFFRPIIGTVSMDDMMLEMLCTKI
KLK7 zymogen act = proKLK7 zymogen activators, primary screen, biochemical, fluorescence intensity; Kallikrein-7 (Homo sapiens), P49862; purified proKLK7, EDANS-DABCYL substrate fluorescence; 100% is mature enzyme control, 0% vehicle; activation, % at 7 µM; 370,000 tested, 0.9% active; AID 652039, 2013;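 active = activation above the mean of all tested compounds plus 3 SD, computed per campaign excluding outliers beyond control limits, cut at about 13% in these data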
Target sequence (P49862 whole entry, looked up): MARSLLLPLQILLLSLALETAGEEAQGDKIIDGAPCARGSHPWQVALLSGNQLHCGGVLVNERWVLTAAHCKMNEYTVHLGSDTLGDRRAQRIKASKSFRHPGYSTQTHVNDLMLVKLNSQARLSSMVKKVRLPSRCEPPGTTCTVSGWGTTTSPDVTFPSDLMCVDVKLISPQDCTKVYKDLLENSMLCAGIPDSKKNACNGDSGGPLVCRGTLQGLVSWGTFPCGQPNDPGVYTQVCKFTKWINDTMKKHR
hgDAF12 agonist = H. glycines DAF-12 receptor agonists, primary screen, cell-based, luminescence, HEK293, GAL4 fusion, UAS-luciferase; Nuclear hormone receptor DAF-12 (Heterodera glycines), GAL4 fusion; activation, % at 6.8 µM; HEK293 GAL4-hgDAF12 UAS-luciferase reporter, agonist luminescence; normalized to butyrate control; 370,000 tested, 1.8% active;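 active = activation above a cutoff set at the mean of all screened compounds plus 3 SD, cut at about 10% in these data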;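 note: 0% = DMSO wells and 100% = sodium butyrate wells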
NPR1 activator = GC-A stimulated cGMP production enhancers – HEK293 GC-A cells, cGMP TR-FRET, EC30 ANP, primary screen; 370,000 tested, 0.14% active; AID 1671463, 2021; Atrial natriuretic peptide receptor 1 (Homo sapiens), P16066; 0% at EC30 ANP, 100% saturating ANP; activation, % at 10 µM; in the data active = activation above about 40%
hcDAF-12 act = H. contortus DAF-12 nuclear receptor activators, primary screen, cell-based, luminescence, HEK293, lit1-tk-luc reporter; HEK293 hcDAF-12 lit1-tk-luc reporter; 0% DMSO, 100% Δ7-dafachronic acid; activation, % at 6.8 µM; 370,000 tested, 1.4% active; AID 652067, 2013;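 active = activation above the mean of all tested compounds plus 3 SD, cut at about 5.5% in these data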;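 note: 100% = response to 3 µM Δ7-dafachronic acid high control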
ssDAF12 agonist = S. stercoralis DAF-12 nuclear receptor activators, primary screen, cell-based, luminescence, HEK293, GRIP1 co-expression, lit1-tk-luc; Nuclear hormone receptor DAF-12 (Strongyloides stercoralis); HEK293 ssDAF-12/GRIP1 lit1-tk-luc reporter; % of 3 µM dafachronic acid response; activation, % at 6.8 µM; 370,000 tested, 1% active;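 active = activation above the mean over all tested compounds plus 3 SD, cut at about 0.9% in these data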;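 note: 0% = DMSO-only wells and 100% = 3 µM delta7-dafachronic acid wells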
An asterisk follows results filed as active; . = no result given.

SMILES | GC-B act | DAX1 inh-1 | SMARCA2 act | FXN GAA850 act | sPLA2-III inh | DAX1 inh-2 | KLK7 zymogen act | hgDAF12 agonist | NPR1 activator | hcDAF-12 act | ssDAF12 agonist
O=C(CN1C(=O)C2C3c4ccccc4C(c4ccccc43)C2C1=O)Nc1cccc(C(=O)O)c1 (configuration not stated) | -2 | 0.1 | -2 | 1.8 | 1 | -0.1 | -0.1 | -1.6 | 1 | -0.1 | -1.5
C=CCc1ccccc1OCC(O)CNC1CCCC1 (configuration not stated) | -2 | 0.3 | -2 | -1.7 | 1 | 0.1 | 0.2 | -2.8 | -2 | 7.2* | -0.7
CC(=O)OCC1OC(OC(C)=O)C(NC(=O)Cc2ccccc2)C(OC(C)=O)C1OC(C)=O (configuration not stated) | 1 | 0.6 | 1 | 2.2 | 2 | 3.0 | 0.1 | 2.8 | 3 | -1.4 | -1.1
Cc1cc(-c2nnc(CCC(=O)NCc3cc(F)cc(C(F)(F)F)c3)o2)no1 | -4 | 0.2 | 3 | 1.5 | 4 | 0.4 | -0.3 | 2.3 | -2 | 0.3 | -0.6
O=C(Nc1ccc(Nc2ccccc2)cc1)Nc1ccccc1Cl | 0 | 1.1 | 2 | 2.7 | -4 | 3.5 | 0.1 | 5.8 | 3 | 2.9 | -1.1
COC(=O)c1ccc(COC(=O)CCS(=O)(=O)c2ccc(C)cc2)cc1 | -11 | -0.6 | 0 | -0.6 | -5 | -0.9 | -0.3 | 0.5 | -1 | -2.0 | -1.6
O=c1ccc(Br)c[nH]1 | 2 | -0.1 | 0 | -1.1 | 5 | -0.3 | 0.0 | 0.6 | -3 | -0.3 | -0.3
Cc1ccccc1Nc1nnc(SCC2CCCCO2)s1 (configuration not stated) | -2 | 4.2* | 3 | 3.9 | -8 | 1.2 | -0.4 | 15* | 1 | 2.5 | -0.5
O=C(NCc1ccco1)c1ccc(CN2CCOCC2)cc1 | 0 | 0.5 | 0 | -0.6 | 0 | -1.3 | 0.0 | 1.9 | -2 | -1.1 | -0.8
COCC(C)n1c(C)cc(C(=O)COC(=O)c2n[nH]c3ccccc23)c1C (configuration not stated) | 4 | 0.3 | 2 | -2.3 | -35 | -0.1 | -0.3 | 2.7 | 1 | 3.2 | -0.6
CC(C)CC(=O)Nc1nnc(CSCc2ccc(F)cc2)s1 | -2 | -0.6 | -5 | 1.0 | -3 | 3.1 | 0.2 | 1.3 | 0 | -0.2 | -0.1
O=C(CN1C(=O)NC2(CCCc3ccccc32)C1=O)NCC(F)(F)F (configuration not stated) | 6 | 0.2 | -1 | 3.1 | 1 | 0.7 | 0.6 | -2.2 | 2 | 2.3 | -1.4
O=C(c1cnn2c(C(F)F)cc(-c3ccccc3)nc12)N1CCSCC1 | -4 | -0.2 | -3 | 1.2 | 5 | 4.6* | -0.2 | 3.9 | -5 | -0.5 | -1.3
CC(C)(C)[C@H]1C=C(C(=O)N2CCN(Cc3ccc4c(c3)OCO4)CC2)O[C@@H](OCc2ccc(CO)cc2)C1 | -1 | -0.8 | -1 | -0.4 | -31 | -0.1 | 0.4 | -2.0 | 1 | -1.9 | -1.4
COc1ccc(NC(=O)C2C3C=CC4(O3)C2C(=O)N(CCN2CCCCC2)C4C(=O)NC2CCCC(C)C2C)cc1 (configuration not stated) | 2 | -0.3 | 2 | 0.6 | 1 | 1.5 | 0.1 | -1.1 | -4 | -1.3 | -0.8

An excerpt from above in order of molar mass, smallest number first:
SMILES | GC-B act | DAX1 inh-1 | SMARCA2 act | FXN GAA850 act | sPLA2-III inh | DAX1 inh-2 | KLK7 zymogen act | hgDAF12 agonist | NPR1 activator | hcDAF-12 act | ssDAF12 agonist
Cc1ccccc1Nc1nnc(SCC2CCCCO2)s1 (configuration not stated) | -2 | 4.2* | 3 | 3.9 | -8 | 1.2 | -0.4 | 15* | 1 | 2.5 | -0.5
COC(=O)c1ccc(COC(=O)CCS(=O)(=O)c2ccc(C)cc2)cc1 | -11 | -0.6 | 0 | -0.6 | -5 | -0.9 | -0.3 | 0.5 | -1 | -2.0 | -1.6
CC(C)(C)[C@H]1C=C(C(=O)N2CCN(Cc3ccc4c(c3)OCO4)CC2)O[C@@H](OCc2ccc(CO)cc2)C1 | -1 | -0.8 | -1 | -0.4 | -31 | -0.1 | 0.4 | -2.0 | 1 | -1.9 | -1.4
COc1ccc(NC(=O)C2C3C=CC4(O3)C2C(=O)N(CCN2CCCCC2)C4C(=O)NC2CCCC(C)C2C)cc1 (configuration not stated) | 2 | -0.3 | 2 | 0.6 | 1 | 1.5 | 0.1 | -1.1 | -4 | -1.3 | -0.8

Other entries follow:
SMILES | GC-B act | DAX1 inh-1 | SMARCA2 act | FXN GAA850 act | sPLA2-III inh | DAX1 inh-2 | KLK7 zymogen act | hgDAF12 agonist | NPR1 activator | hcDAF-12 act | ssDAF12 agonist
COC(=O)CCCCC1=CCC2C(=O)C=C(O)C2C1 (configuration not stated) | 2 | 0.0 | -1 | . | 2 | . | -0.4 | 0.6 | 1 | 0.5 | -0.9
O=C(COC(=O)/C=C/C(=O)N1CCN(c2ccccc2)CC1)NC(c1ccccc1)c1ccccc1 | -6 | -0.9 | -2 | 1.0 | -12 | -0.6 | 0.5 | -2.8 | -7 | -0.2 | -1.5
COc1ccc(/C=C2\SC(=O)N(CCNC(=O)C3CCN(S(=O)(=O)c4cccs4)CC3)C2=O)cc1 | 1 | 1.1 | 3 | 1.2 | 1 | 3.1 | -0.1 | 4.5 | -6 | 3.7 | -1.1
CCOC(=O)c1csc(-c2ccc3c(c2)CCO3)n1 | -2 | 1.6 | 16* | 1.9 | 3 | . | 0.1 | 10 | -3 | 2.0 | -1.1
COc1ccccc1C(=O)c1nc2ccccc2n1C | 2 | -0.1 | 0 | -1.0 | 0 | -1.5 | 0.0 | 1.9 | 1 | -1.6 | -1.0
CC(=O)Nc1cnc(-c2ccccc2C(C)=O)cn1 | 0 | 0.6 | 4 | 0.7 | 6 | . | 1.9 | -2.1 | -6 | 0.6 | -0.9
CCn1ncc(C2=NOC(C(=O)Nc3cccc(C(C)=O)c3)C2)c1C (configuration not stated) | 4 | -2.0 | -4 | -0.1 | -2 | -2.7 | -0.6 | -2.8 | 2 | -1.4 | -2.1
CN(CC(=O)Nc1cccc(F)c1)C(=O)c1cccnc1Sc1ccccc1Cl | 4 | -0.3 | -4 | -1.7 | 14 | 0.2 | 0.3 | -2.3 | 5 | -1.1 | -0.8
N#Cc1ccccc1Sc1ccccc1C(=O)OCC(=O)NC1CCS(=O)(=O)C1 (configuration not stated) | -5 | 0.3 | 4 | 2.0 | -3 | -0.3 | 0.2 | -2.6 | -6 | -2.5 | -0.5
O=C(CSc1nc(C2CC2)nc2ccccc12)Nc1cccc(O)c1 | 5 | -0.1 | -3 | -3.1 | -4 | -1.0 | -0.6 | -1.7 | 0 | 2.3 | -1.2
O=C(Nc1ccncc1)c1ccccc1[N+](=O)[O-] | 2 | -0.4 | -2 | -2.1 | -2 | -0.4 | -0.1 | 0.8 | 2 | -0.9 | -1.4
CN1C[C@H]2CON(C)[C@H]2C[C@H]1c1cccc(-c2ccccc2)c1 | 2 | 0.5 | -3 | -0.5 | 0 | 3.0 | 0.2 | -0.7 | 1 | -0.3 | -0.6
Cc1ccc(S(=O)(=O)NC(C)C(=O)Nc2cccc([N+](=O)[O-])c2)cc1 (configuration not stated) | 4 | -0.2 | -1 | -1.9 | -11 | 2.1 | 0.7 | 1.3 | 2 | -0.2 | -1.4
CCc1nn(CC(=O)NCCCN(C)Cc2ccccc2)c(=O)c2cc3sc(C)cc3n12 | -6 | 1.8 | 1 | -1.1 | -4 | 0.5 | 0.5 | 0.3 | -8 | -0.7 | -0.8
CN1C(=O)CC(N2CCN(c3ccccc3)CC2)C1=O (configuration not stated) | 3 | -0.3 | 2 | -0.6 | 3 | 1.9 | -0.6 | -1.2 | -3 | -1.9 | -1.2
CN(CCOc1ccc(-c2ccn(S(=O)(=O)c3ccc(Cl)cc3)n2)cc1)c1ccccn1 | 1 | -2.2 | -5 | -1.9 | -10 | -2.8 | -0.6 | -2.5 | 3 | -4.0 | -1.4
CC1(C)CC(=O)c2c(O)cc(OCc3ccc(Br)cc3)cc2O1 | -2 | 4.6* | 4 | 9.4* | -4 | 3.5 | 0.6 | 14* | 6 | 4.6 | -0.2
Cc1ccc(C(NC(=O)N2CCOCC2)=C(Cl)Cl)cc1F | 1 | -0.5 | -1 | -1.8 | -1 | 1.9 | -0.2 | -0.6 | 1 | -0.8 | -0.9
Nc1nc(OCc2ccccc2)c2[nH]cnc2n1 | -2 | 1.4 | -3 | 5.0 | 15 | 0.3 | 0.0 | -4.9 | 4 | 0.3 | -1.3
CC1(C(=O)NS(=O)(=O)c2cccc(OC(F)F)c2)CCN1C(=O)CC1CCCC1 (configuration not stated) | 1 | -0.3 | -4 | -0.1 | 16 | . | -0.2 | -1.7 | 4 | -0.7 | -0.8
O=[N+]([O-])c1ccc(-c2ccc(C=Nc3cccc4ccccc34)o2)cc1 | -7 | 0.8 | 1 | 3.5 | 0 | -0.3 | -34 | 1.9 | 6 | 6.8* | 0.0
Cc1ccc(S(=O)(=O)/N=C(\CN2CCOCC2)N2CCCC2)cc1 | -1 | -0.2 | 2 | 1.4 | 6 | -0.1 | -0.2 | -0.2 | -1 | -0.8 | -0.7
O=C1C2C3C=CC(c4ccccc4)(C2C(=O)N1c1cccc(Cl)c1)C1C(=O)N(c2cccc(Cl)c2)C(=O)C31 (configuration not stated) | -8 | -1.1 | -5 | 1.3 | -29 | 0.3 | -0.1 | 0.6 | 2 | -0.6 | -1.2
CCc1nc2ccc(C)cc2c(C(=O)Oc2cccc3cccnc23)c1C | -5 | 0.7 | -4 | 2.1 | 4 | -0.4 | 0.2 | 0.5 | 5 | 0.1 | -1.4
CCOC(=O)c1c(-c2ccccc2)oc2ccc(OCC(=O)NNC(=O)CCCC(=O)O)cc12 | 4 | 0.3 | 2 | -0.1 | -4 | 1.1 | 13* | 2.0 | 6 | -0.8 | -1.0
COc1cccc(C(C)(O)c2nc(-c3ccccc3C)cs2)c1 (configuration not stated) | -5 | -1.8 | -1 | -0.6 | -4 | . | 0.2 | -0.8 | 2 | 0.9 | -1.5
CCN(C(=O)c1cc2cc(OC)ccc2oc1=O)c1cccc(C)c1 | -20 | -0.8 | -2 | -1.3 | 1 | 0.4 | -1.2 | -2.7 | -31 | -1.6 | -1.2
